PKA-R1A activ – activators of PKA-R1A holoenzyme, primary screen, biochemical, fluorescence polarization, Cy5-IP20, bovine R1A, mouse PKAc; cAMP-dependent protein kinase type I-alpha regulatory subunit (Bos taurus) + …; PKA-R1A dissociation; scaled: DMSO 0%, 113 µM cGMP 100%; activation, % at 11.4 µM; actives 0.083% (n = 340,000);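 active = percent activation above the mean of all tested compounds plus 3 SD, cut at about 19% in these data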;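 also: higher means more PKAc released from R1A so a rise in polarization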
OPRM1-OPRD1 inv – inverse agonists of MOR-DOR heterodimerization, primary screen, cell-based, luminescence. Mu-type opioid receptor (Homo sapiens) + Delta-type opioid receptor (Homo sapiens), …. actives 0.21% (n = 340,000). inhibition, % at 9.3 µM. cell-based MOR-DOR heterodimer luminescence, inverse agonism. AID 504357, 2011; in the data active = inhibition above about 22%, passing the limit was not always enough;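 also: 0% = cells with DMSO and 100% = wells without cells with DMSO; values of inactives mirror those of a sister screen read the other way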
Target sequence (P35372 whole entry, looked up): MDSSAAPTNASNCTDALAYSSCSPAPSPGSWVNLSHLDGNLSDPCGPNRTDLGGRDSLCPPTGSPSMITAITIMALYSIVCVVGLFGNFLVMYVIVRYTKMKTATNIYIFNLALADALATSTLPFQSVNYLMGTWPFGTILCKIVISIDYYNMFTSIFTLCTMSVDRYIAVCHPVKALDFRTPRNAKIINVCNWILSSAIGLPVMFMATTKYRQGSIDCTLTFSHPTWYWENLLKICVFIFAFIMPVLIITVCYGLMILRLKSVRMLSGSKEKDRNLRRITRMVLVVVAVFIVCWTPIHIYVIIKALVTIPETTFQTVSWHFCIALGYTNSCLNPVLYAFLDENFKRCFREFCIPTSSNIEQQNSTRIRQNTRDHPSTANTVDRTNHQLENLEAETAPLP
Target sequence (P41143 whole entry, looked up): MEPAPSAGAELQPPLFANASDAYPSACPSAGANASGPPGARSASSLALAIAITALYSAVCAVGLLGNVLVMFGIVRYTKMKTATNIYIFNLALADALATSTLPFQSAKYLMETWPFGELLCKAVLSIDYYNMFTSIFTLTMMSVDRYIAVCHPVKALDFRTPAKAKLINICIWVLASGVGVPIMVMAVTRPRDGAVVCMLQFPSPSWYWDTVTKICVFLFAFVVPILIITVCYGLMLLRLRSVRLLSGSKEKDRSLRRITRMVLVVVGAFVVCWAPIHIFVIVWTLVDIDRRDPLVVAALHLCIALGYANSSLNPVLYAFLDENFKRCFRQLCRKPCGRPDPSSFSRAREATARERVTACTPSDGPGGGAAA
PKA-R2B act – activators of PKA-R2B holoenzyme, primary screen, biochemical, fluorescence polarization, Cy5-IP20, human; actives 0.079% (n = 340,000); cAMP-dependent protein kinase catalytic subunit beta (Homo sapiens) + cAMP-dependent …; PKA-R2B holoenzyme dissociation; R2B truncated from residue 108, S112A mutant; 0% DMSO only, 100% 113 µM cGMP; activation, % at 11.4 µM;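 active = activation above a cutoff set at the mean over all compounds plus 3 SD, cut at about 18% in these data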;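 also: higher means more holoenzyme dissociation and a rise in polarization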
HTR5A inv ctr – HTR5A inverse agonists in luminescence cell assay, primary screen, counter-screen for OPRM1-OPRD1 heterodimer inverse agonist project, full-deck HTS | 5-hydroxytryptamine receptor 5A (Homo sapiens), P47898 | HTR5A cell line, inverse agonism | inhibition, % at 9.3 µM | actives 0.083% (n = 340,000) | AID 504634, 2011; in the data active = inhibition mostly above about 23%, no sharp cut-off; inactive = mostly below about 18%;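 also: 0% = cells with DMSO and 100% = no-cell wells with DMSO; some compounds called inactive have numbers as strong as hits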
SUMO Mot1 rescue – yeast Mot1-301 growth rescue at high temperature, primary screen, SUMOylation pathway inhibitor project, S. cerevisiae, ATP luminescence, 38.5C | growth rescue, % at 18.8 µM | S. cerevisiae Mot1-301 growth rescue; percent above DMSO median, 100 means doubled | actives 1% (n = 320,000);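 active = every valid replicate shows activation above 250% relative to neutral control wells; inactive = the rest, any valid replicate at or below 250%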;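 also: OY570 slx delta 5 strain wells were the positive control but not used for scaling; some compounds called inactive have numbers as strong as hits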
PfHsp90 set2 – growth inhibition of PfHsp90-expressing yeast, primary screen, antimalarial PfHsp90 inhibitor project, S. cerevisiae, BacTiter-Glo luminescence, single point, set 2; BacTiter-Glo ATP, 48 h; yeast lacking PDR1 and PDR3 efflux regulators; AID 504621, 2011; inhibition, % at 9.4 µM; actives 0.32% (n = 310,000);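 active = every replicate shows inhibition above about 80%, whatever the replicate mean, limit read from the data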;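 also: 0% = DMSO neutral controls and 100% = 20 µM radicicol positive controls; yeast relying on Plasmodium falciparum Hsp90 in place of its own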
MOR-DOR ag – agonists of OPRM1-OPRD1 heterodimerization, primary screen, cell-based, luminescence. actives 0.3% (n = 340,000). cells. activation, % at 9.3 µM. Mu-type opioid receptor (Homo sapiens) + Delta-type opioid receptor (Homo sapiens), …; in the data active = activation above about 18%;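 also: 0% = vehicle-treated cells and 100% = reference agonist; values of inactives mirror those of a sister screen read the other way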
AddAB inh – growth inhibition of E. coli expressing H. pylori AddAB, primary screen, AddAB inhibitor project, absorbance; inhibition, % at 11.9 µM; actives 0.29% (n = 330,000); in the data active = inhibition above about 12%;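 also: 0% = vehicle wells of infected cells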
phage Ecoli inh – growth loss of phage-infected E. coli, primary screen, RecBCD inhibitor project, absorbance, with phage, HTS | inhibition, % at 11.9 µM | actives 0.26% (n = 360,000) | AID 651602, 2012; in the data active = inhibition above about 11%
Ecoli viability – E. coli V3065 growth inhibition, primary screen, counter-screen for AddAB inhibitor project, absorbance, OD600. inhibition, % at 11.9 µM. 18 h. actives 0.27% (n = 330,000);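 active = inhibition above the campaign's mean inhibition across all tested compounds plus 3 SD, cut at about 9.9% in these data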;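 also: uninfected addAB+ strain grown without phage in ampicillin broth; 0% = DMSO wells and 100% = ciprofloxacin 0.95 µg/ml wells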
Tat export inh – E. coli Tat export inhibitors, primary screen, MC4100, TorA-mCherry reporter, fluorescence, single point. inhibition, % at 10 µM. actives 0.036% (n = 340,000). AID 488895, 2010;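 active = mean replicate inhibition at least 50% and at least half of replicates individually reaching 50%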;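 also: exported cargo escapes ClpAP degradation while cytoplasmic cargo is degraded and loses fluorescence; 0% = median of neutral control wells and 100% = median of NaSCN control wells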
Numbers without * were called inactive; x = not tested or not shown.

item | Compound | PKA-R1A activ | OPRM1-OPRD1 inv | PKA-R2B act | HTR5A inv ctr | SUMO Mot1 rescue | PfHsp90 set2 | MOR-DOR ag | AddAB inh | phage Ecoli inh | Ecoli viability | Tat export inh
1 | Cc1ccccc1OCC(=O)N(CC(C)C)c1c(N)n(CC(C)C)c(=O)[nH]c1=O | -5 | 10 | -3 | -6 | 6 | -7 | -2.0 | 1.3 | 0.4 | 1.2 | 1
2 | Cc1cccc(N=C2NN=C(c3ccccc3F)CS2)c1C | 5 | 15 | -1 | -15 | -16 | -40 | -2.8 | 2.0 | 0.7 | -1.2 | 9
3 | CCOc1ccccc1CNC(=O)c1cc2oc3ccccc3c2n1CC | -4 | -10 | -1 | -3 | 70 | 3 | 1.6 | 2.8 | 3.5 | -2.9 | 3
4 | COc1cc([N+](=O)[O-])ccc1NC(=O)NNC(=O)c1sccc1C | 9 | 7 | 6 | 2 | -21 | -32 | -1.2 | 2.8 | 3.4 | 3.4 | 0
5 | CCCCN=Cc1sc2ccc(OCC)cc2c1O | 5 | 11 | 13 | -14 | 23 | x | -1.9 | 3.7 | 7.0 | 1.5 | 3
6 | O=C(Cc1cccc(NC(=O)C2CCCN(C(=O)C3CC3)C2)c1)Nc1cccc(C(=O)N2CCOCC2)c1 (centres undefined) | 3 | 15 | -5 | -4 | x | 1 | -3.3 | x | 2.5 | x | -3
7 | CC(C)c1nc2c(c(=O)n(C)c(=O)n2C)n1C | 5 | 9 | -4 | -13 | 12 | 10 | -1.8 | -1.7 | 0.9 | 0.2 | -8
8 | Cc1ccc(S(=O)(=O)N2[C@@H](c3ccc(Br)cc3)C(C(=O)O)=CC[C@H]2c2ccc(Cl)c(Cl)c2)cc1 | -12 | 13 | -2 | -10 | x | -65 | -2.8 | 0.3 | 1.0 | -3.8 | 13
9 | c1ccc(CSCc2cn3ccsc3n2)cc1 | -12 | 8 | -1 | -26 | -7 | 6 | -1.4 | -1.9 | 1.6 | -1.2 | 6
10 | O=C(c1ccc(-c2ccccc2)cc1)N1CCN(C(=O)c2ccco2)CC1 | -12 | 15 | 0 | 5 | -1 | 21 | -2.5 | 3.9 | 1.9 | 1.3 | -2
11 | COc1ccc(/C=C2\C(=N)N3N=C(CC(=O)N4CCCCC4)SC3=NC2=O)cc1 | -13 | 20 | -4 | 9 | -6 | 15 | -4.0 | 2.7 | 1.2 | 2.1 | 6
12 | CCOC(=O)c1[nH]ncc1CN1CCC(Cc2ccccc2)(C(=O)OCC)CC1 | -4 | -14 | -2 | -6 | 309 | 11 | 2.8 | 3.9 | -0.1 | 1.0 | -2
13 | S=C(Nc1ccccc1)N1CCN(c2ccc(N3CCOCC3)nn2)CC1 | -4 | 12 | -3 | 11 | 56 | 0 | -2.3 | 3.1 | 2.0 | -2.2 | 1
14 | O=C(NC1CC1)c1cc2c(F)cccc2s1 | 0 | 12 | -3 | 5 | -17 | 21 | -2.5 | 0.2 | 5.4 | 0.0 | 1
15 | COc1ccc(NC(=O)CS(=O)CC(=O)Nc2cc(Cl)ccc2OC)cc1 (centres undefined) | -5 | 4 | -2 | -22 | 99 | x | -0.8 | 1.6 | 2.6 | -0.9 | -2
16 | O=C(CSc1ccc(-c2ccccn2)nn1)NCc1ccc(F)cc1 | -3 | 11 | -7 | 0 | 3 | 1 | -2.3 | 0.2 | 2.1 | 0.8 | -9
17 | CCCc1n[nH]c2c1C(=O)CC(C)(C)C2 | -1 | 10 | 2 | -3 | 3 | 27 | -2.3 | 3.0 | 2.6 | 2.2 | -2
18 | O=C(C1CC(=O)N(C2CCCCC2)C1)N1CCN(c2cccc(C(F)(F)F)c2)CC1 (centres undefined) | 0 | 18 | 3 | 16 | 7 | 5 | -3.5 | -1.6 | -0.7 | -0.5 | 12
19 | CCC1Sc2ccc(S(=O)(=O)CCC(=O)Nc3ccccc3Cl)cc2NC1=O (centres undefined) | 1 | 6 | -1 | -43 | 16 | 1 | -1.2 | 3.2 | 1.9 | 0.2 | 5
20 | COC(=O)Cn1cc(/C=N/NC(=O)c2ccc(C#N)cc2F)c2ccccc21 | 0 | 4 | -5 | 18 | -6 | 13 | -0.7 | -0.9 | 3.0 | -1.2 | -7
21 | COc1ccc(CC(=O)Nc2cccc(-c3csc(C)n3)c2)cc1 | -8 | -11 | 2 | -30 | 481 | -7 | 1.9 | 0.0 | 2.5 | 3.2 | 2
22 | C=CCn1c(CCSCc2ccccc2)n[nH]c1=S | -1 | 14 | 7 | 19 | -11 | -11 | -2.7 | 1.4 | 2.2 | 0.9 | 8
23 | O=C(NCc1ccc2c(c1)OCO2)c1cccc2c1C(=O)N(C1CCCCC1)C2 | -13 | 11 | 9 | -23 | 8 | -3 | -2.0 | -3.5 | 1.2 | -1.6 | 1
24 | C#CCOCCOCCOCCNc1nc(N2CCOCC2)nc(N2CCN(C(=O)[C@H](CCC(=O)O)n3cc(C(N)Cc4ccc(O)cc4)nn3)CC2)n1 (some centres undefined) | -7 | 21 | -2 | 11 | 61 | 3 | -4.6 | -3.2 | x | -0.9 | -4
25 | CC1=NN(C(=O)c2ccc(Cl)cc2)C(O)(c2ccccc2)C1 (centres undefined) | 6 | 4 | 3 | -1 | -12 | -19 | -0.7 | 2.7 | -0.2 | 0.0 | 2
26 | Cc1ccc(N(CC(=O)Nc2ccccc2C(=O)N2CCOCC2)S(C)(=O)=O)cc1 | -6 | -1 | 10 | -8 | 363 | 5 | 0.2 | -1.4 | 2.2 | -0.4 | -2
27 | COc1ccc(CCNC(=O)CSCc2ccc(Cl)cc2)cc1OC | -8 | 1 | -1 | -18 | 1 | 22 | -0.2 | 2.4 | 3.4 | -0.2 | 2
28 | COc1cc(NC(=O)COC(=O)c2cnc(C)cn2)c(C)cc1[N+](=O)[O-] | -9 | 11 | -9 | 5 | 2 | -5 | -1.6 | 2.6 | 3.3 | 0.3 | -7
29 | CCN(CC(=O)NCc1ccc(Cl)cc1)C(=O)/C=C/c1cccs1 | -12 | 6 | -5 | 15 | 9 | -2 | -1.2 | 2.6 | 2.1 | -0.8 | 0
30 | CCCCCOc1ccc(C(=O)CCN2CCOCC2)cc1 | -4 | 5 | -6 | -24 | 127 | 18 | -1.2 | 2.8 | 1.3 | 1.4 | -2
31 | O=C(NC(=S)N1CCc2ccccc21)c1ccccc1Br | -7 | 7 | -21 | -12 | 82 | -37 | -1.4 | -3.9 | -1.5 | -4.4 | -3
32 | COc1ccc(C)cc1Nc1ccc(C(=O)O)cc1[N+](=O)[O-] | -3 | 23 | 6 | 8 | 49 | -43 | -5.0 | 0.7 | 2.0 | 1.8 | 4
33 | O=C(NCc1ccccc1Cl)c1ccc2nc[nH]c2c1 | 2 | -2 | -6 | -6 | x | 33 | 0.4 | -2.0 | 2.7 | -0.9 | 10
34 | Cc1ccc(S(=O)(=O)n2nc(OC(=O)c3c(-c4ccccc4Cl)noc3C)cc2N)cc1 | -2 | -3 | -14 | 5 | 476 | -4 | 0.5 | -0.5 | 0.0 | -2.4 | 0
35 | COc1ccc(NC(=O)c2ccc(Cl)nc2)cc1S(=O)(=O)N1CCOCC1 | 13 | 3 | -4 | 2 | -3 | x | -0.7 | -0.4 | -0.1 | 0.0 | -1
36 | COc1ccc(C2OC(=O)CC2C(=O)NC(C)C)cc1 (centres undefined) | -6 | 7 | 0 | -16 | 0 | 6 | -1.3 | 1.8 | 4.1 | 0.8 | -1
37 | O=C(c1ccc(F)cc1)c1cn[nH]c1-c1ccccc1O | 1 | 6 | 2 | -9 | -16 | -15 | -1.2 | 1.6 | 0.7 | -1.2 | -7
38 | Cc1ccc(S(=O)(=O)N2CCOCC2)cc1NC(=O)COC(=O)CCn1c(C)csc1=O | 1 | 11 | 4 | 16 | -7 | 13 | -2.0 | -1.5 | 1.2 | 0.2 | 0
39 | CSc1ccccc1C(=O)NCCOc1cccc(C)c1 | 6 | 3 | 5 | -5 | 9 | x | -0.7 | -0.6 | 0.9 | 1.8 | -5
40 | CCc1ccc(/C=C2\SC(=S)N(CCC(=O)NCCCN3CCOCC3)C2=O)cc1 | -4 | 7 | -8 | -6 | -15 | 5 | -1.0 | 2.7 | 0.3 | 0.2 | 6
41 | CC(C)Nc1nc(NC(C)C)nc(N(C)C(N)=O)n1 | -7 | 10 | -4 | 7 | 0 | -13 | -1.9 | 1.6 | 2.5 | 0.4 | -5
42 | COc1ccccc1-c1c(C)nn2c(N3CCC(C(N)=O)CC3)cc(C)nc12 | 2 | 7 | -1 | 7 | 4 | -14 | -1.2 | -2.9 | -1.6 | -0.3 | -7
43 | Cc1cc(/C(N)=N/OC(=O)Nc2ccc(Cl)cc2)no1 | x | x | x | x | -1 | 9 | x | 0.4 | 6.1 | -3.2 | -9
44 | Cc1cc(C)c(C#N)c(SCc2nnc(-c3ccccc3)o2)n1 | -12 | -7 | -18 | -13 | 34 | 17 | 1.3 | 4.2 | 1.0 | 0.7 | 31
45 | Nc1ccc(N2C(=O)c3ccccc3C2=O)c(Cl)c1 | -14 | 9 | 3 | -13 | 24 | 14 | -1.6 | 2.8 | 3.6 | 1.7 | 0
46 | CC(C)(Oc1ccc(Cl)cc1)C(=O)N1CCN(c2ccccn2)CC1 | 3 | -23 | -1 | -4 | 245 | -3 | 4.7 | -3.7 | 2.0 | -1.4 | -1
47 | Cc1ccc(NC(=O)NCCCCc2ccccc2)cc1 | 2 | 0 | 5 | 8 | -9 | 3 | -0.1 | 0.7 | 0.4 | 1.3 | -6
48 | Cc1nnc(NC(=O)c2ccccc2C(=O)O)s1 | 4 | 11 | -10 | -11 | -39 | 9 | -2.1 | 0.9 | 2.3 | -2.4 | 5
49 | CCN(C(=O)COC(=O)c1ccccc1SCC(=O)NC1CCCCCCC1)C1CCS(=O)(=O)C1 (centres undefined) | -6 | 2 | -1 | 4 | x | 1 | -0.5 | 2.4 | 1.2 | -0.1 | -3
50 | Cc1ccc(CC(NC(=O)c2ccccc2)C(=O)N2CCCC2C(=O)O)cc1 (centres undefined) | -6 | -1 | 5 | 13 | -14 | 4 | 0.2 | -3.6 | -2.2 | -0.1 | -5
51 | COc1ccc(NC(=O)CSc2nc3sc(C)cc3c(=O)n2C)c(OC)c1 | 3 | 14 | 6 | -3 | -5 | 24 | -2.6 | 2.2 | -0.8 | 0.4 | 5

High-throughput results from PubChem.
